TGFb inhibitor: blocks TGF-b signaling. hit rate 1.2% among 410,000. Potency, µM (top dose mostly 46.1 µM), for the others: top-dose activity, negative = inhibition, usual class: inhibitors. AID 588855. HepG2 CAGA-GFP TGF-b/SMAD3 reporter, GFP fluorescence, 18 h; TGF-beta stimulated, 500 pg/mL final; also: potency is read from the fitted curve at half-maximal effect; % is scaled to controls: 0 for no effect and ±100 for the full control effect; nearly all actives have a fitted effect of over 65% in size
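TGF-beta reporter screen: HEPG2 CAGA-GFP, 1% FBS, 500 pg/mL TGF-beta final, 18 h; per-cell GFP summed per well; curves fitted and categorized by class.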
EPAC2 agonist: activates human EPAC2 exchange factor; Q8WZA2; EPAC2 activation, biochemical qHTS; response scale: 100% = 6.5 mM cAMP response; Potency, µM (titrated, usually from 154 µM), inactives show at the highest dose activation, actives largely listed as activators; hit rate 0.079% among 360,000; also: potency is read from the fitted curve at half-maximal effect; nearly all actives have a fitted effect of over 50% in size
Target sequence (Q8WZA2 whole entry, looked up): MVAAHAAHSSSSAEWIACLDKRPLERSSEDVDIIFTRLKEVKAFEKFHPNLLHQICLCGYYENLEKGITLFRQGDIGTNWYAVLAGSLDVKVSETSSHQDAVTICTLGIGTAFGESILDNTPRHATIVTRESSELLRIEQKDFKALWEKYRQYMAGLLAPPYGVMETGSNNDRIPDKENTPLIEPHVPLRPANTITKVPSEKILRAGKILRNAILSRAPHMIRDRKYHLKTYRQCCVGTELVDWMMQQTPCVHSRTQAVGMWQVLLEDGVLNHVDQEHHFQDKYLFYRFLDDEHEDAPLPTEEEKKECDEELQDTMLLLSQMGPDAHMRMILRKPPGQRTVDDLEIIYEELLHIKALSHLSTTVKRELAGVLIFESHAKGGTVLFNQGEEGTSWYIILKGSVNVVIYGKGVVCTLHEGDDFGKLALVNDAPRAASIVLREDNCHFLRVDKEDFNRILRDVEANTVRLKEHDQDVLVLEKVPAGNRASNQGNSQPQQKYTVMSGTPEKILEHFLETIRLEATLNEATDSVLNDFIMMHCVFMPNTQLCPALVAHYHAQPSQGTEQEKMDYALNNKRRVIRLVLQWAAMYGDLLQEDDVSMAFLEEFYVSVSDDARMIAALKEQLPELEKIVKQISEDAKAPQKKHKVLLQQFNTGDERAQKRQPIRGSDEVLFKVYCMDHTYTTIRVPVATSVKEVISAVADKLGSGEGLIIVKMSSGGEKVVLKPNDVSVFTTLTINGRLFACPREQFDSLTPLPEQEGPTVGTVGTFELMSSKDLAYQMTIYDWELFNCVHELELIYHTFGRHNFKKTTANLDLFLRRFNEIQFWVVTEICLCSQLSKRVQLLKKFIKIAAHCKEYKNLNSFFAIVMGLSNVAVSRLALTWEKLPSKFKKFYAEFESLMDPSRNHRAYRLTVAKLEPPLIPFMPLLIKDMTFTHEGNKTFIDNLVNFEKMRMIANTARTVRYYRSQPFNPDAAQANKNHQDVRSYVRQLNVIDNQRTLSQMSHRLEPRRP
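EPAC2 (100 nM) mixed with Rap1B loaded with BODIPY-GDP (250 nM) plus 50 uM unlabeled GDP; compounds pinned in, 5 min RT, then read every 5 min for 30 min (ex 480, em 540 nm). Normalized to cAMP control.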
ATXN2 expr inh: ATXN2 expression inhibition; hit rate 0.72% among 360,000; Potency, µM (titrated, usually from 57 µM), for inactives: at the top dose activity change, negative = inhibition, most hits filed as inhibitors; HEK-293 ATXN2-luciferase reporter, luminescence, 24 h; also: potency is read from the fitted curve at half-maximal effect; % is scaled to controls: 0 for no effect and ±100 for the full control effect; nearly all actives have a fitted effect of over 55% in size
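ATXN2-luciferase reporter cells (luciferase flanked by upstream and downstream ATXN2 gene portions) were treated 24 h at 37 °C with compounds at up to 57 uM. SteadyGlo luminescence gave expression; GF-AFC fluorescence gave viability.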
HepG2 viability: kills HepG2 cells in TGF-b inhibitor counter-screen; HepG2 CAGA-GFP viability, ATP luminescence, 18 h; AID 588856; hit rate 0.76% among 410,000; Potency, µM (doses to about 46.1 µM), for the others: top-dose activity change, negative = cytotoxicity, hits mostly cytotoxic; also: potency is read from the fitted curve at half-maximal effect; some results filed as inactive show a strong effect at the top dose
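CellTiter-Glo luminescence gave cytotoxicity after 18 hours at 37 degrees C. The cells were HepG2 CAGA-GFP in 1% FBS DMEM, stimulated with 500 pg/mL TGF-beta after compound addition. %Activity was normalised to no-cell wells (complete cell-killing) and DMSO (no toxicity), and curves were fitted and classified.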
S2 tox: viability counter-screen for ATXN expression inhibitors. Potency, µM (series often up to 56.7 µM), hits mostly cytotoxic. S2 cells (HEK-293 line with an ATXN2-luciferase reporter) viability, CellTiter-Fluor protease fluorescence, 24 h. hit rate 0.49% among 400,000. AID 651635; also: potency is read from the fitted curve at half-maximal effect; nearly all actives have a fitted effect of over 40% in size
A549 tox: kills or reduces viability of A549 cells in Nrf2 counter-screen; A549 ARE-Fluc cells, CellTiter-Fluor viability, 18-24 h; Potency, µM (doses to about 46 µM), inactives show at the highest dose activity change, negative = cytotoxicity, usual class: inhibitors; hit rate 0.16% among 390,000; AID 504648; also: potency is read from the fitted curve at half-maximal effect; % is scaled to controls: 0 for no effect and ±100 for the full control effect
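Cytotoxicity counterscreen: CellTiter-Fluor fluorescence was measured in A549 ARE_Fluc cells after 18-24 h of compound exposure in a concentration series. The subsequent BugLite luminescent read reports ARE-luciferase activity.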
Nrf2 activator: Nrf2 pathway activation; AREc32 ARE-luciferase reporter (MCF7-derived line), luminescence, 24 h; Potency, µM (doses to about 46.1 µM), inactives show at the highest dose activation, actives largely listed as activators; hit rate 0.31% among 410,000; also: potency is read from the fitted curve at half-maximal effect; % of control where 0% means no effect; nearly all actives have a fitted effect of over 65% in size
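AREc32_Fluc, 1000 cells/well, OPTI-MEM + 5% FBS, o/n 37 deg C 5% CO2; 23 nL cpd by pin tool, 24 hr; Steady-Glo 30 min RT, luminescence.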
IL-2 act: activators of IL-2. IL-2 activation reporter assay, cell-based qHTS; stimulated with anti-CD3/CD4/CD28 beads; in transgenic mouse T cells. activation, % (series mostly up to about 46 µM). hit rate 0.065% among 360,000; in the data active = activation above about 50%; inconclusive = mostly about 30% to 49%; also: 0% is about no effect
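Quantitative HTS in unstimulated transgenic mouse T cells, with memory T cells as non-tolerant control and PMA/ionomycin as tolerance-bypass control. Compound pretreatment lasted 60 minutes before 18 h bead stimulation; EGFP/DsRed fluorescence read.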
Nrf2 inh: Nrf2 pathway inhibition | A549 ARE-Fluc reporter, luciferase luminescence, 18-24 h | Potency, µM (top dose mostly 46 µM), inactives show top-dose activity change, negative = inhibition, most hits filed as inhibitors | hit rate 2.1% among 360,000 | AID 504444; also: potency is read from the fitted curve at half-maximal effect; % is scaled to controls: 0 for no effect and ±100 for the full control effect; nearly all actives have a fitted effect of over 60% in size
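Nrf2 function is reported as luminescence of an ARE-controlled luciferase in A549 cells. Compounds were tested at several concentrations, and a CellTiter-Fluor read on the same wells flagged cytotoxicity.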
The depositor's hits bear a star; i = inactive; u = inconclusive; x = no result given; & = joins results of further samples; [ ] = dose if it differs, or a comment. Unless noted, calls follow the shape of the dose curve; as a rule, active = well fitted curve in the direction sought with a large enough effect; inconclusive = small, poorly fitted or top-dose-only effect, or another doubt; inactive = no such curve, though single readings can be large; an effect the other way counts as inactive or inconclusive.

SMILES | TGFb inhibitor | EPAC2 agonist | ATXN2 expr inh | HepG2 viability | S2 tox | A549 tox | Nrf2 activator | IL-2 act | Nrf2 inh
CC1(C)CC(=O)C=C(Nc2cccc(O)c2)C1 | -1% | 14% | 0% | -3% | i | 3% | -0.4% | -0.3 | 1%
COc1ccc(Cl)cc1NC(=O)C/C(C)=N/NC(=O)CCc1ccccc1 | -3% | 11% | -28% | 5% | i | -8% | 8.7% | 3.0 | 3%
Cc1nn(CC(C)C)c(Cl)c1C(=O)NCC(C)(C)N1CCOCC1 | 0% | 8% | x | -4% | u | x | 0.5% | -0.1 | x
Nn1cc(-c2ccccc2)nc1SCC(=O)NCCN1C(=O)CSC1=O | 4% | 2% | 2% | -5% | i | 3% | 0.3% | -2.8 | 9%
Cc1onc(-c2c(Cl)cccc2Cl)c1C(=O)N1C(C)CCCC1C (stereo not given) | -16% | 6% | -1% | -10% | i | 0% | 0.1% | -2.4 | 3%
CCOc1ccc(CCNC(=O)CN2C(=O)c3cccnc3Oc3ccc(C)cc32)cc1OCC | 2%&0% | -10% | -7% | 0%&4% | i | -7%&0% | -0.6%&0.2% | -3.7 | -4%&17%
Cn1ccs/c1=N\C(=O)Nc1ccccc1 | 1% | 10% | x | -25% | i | -12% | 4.2% | -0.4 | u
COc1c(C(C)C)cc(NC(C)=O)cc1C(C)C | -4% | 10% | 1% | -1% | i | 18% | 3.4% | 0.6 | x
O=C(Nc1ccc2nc(SCC(=O)N3CCOCC3)sc2c1)c1ccc(Br)cc1 | -14% | x | x | -11% | x | -10% | 3.8% | x | -21%
O=C1C(Cc2ccccc2)SC(=Nc2ccccc2)N1c1ccccc1 (stereo not given) | 26% | u | -7% | 3% | i | 5% | 1.4% | -0.2 | 21%
Cc1nc2sccn2c(=O)c1S(=O)(=O)NC(C)c1ccccc1 (stereo not given) | 2% | -4% | 11% | -10% | i | 15% | -0.8% | -2.5 | -13%
O=C(CCS(=O)(=O)c1cc(Br)cc2c1N(C(=O)C1CC1)CC2)N1CCN(c2ccccn2)CC1 | u | 6% | x | -9% | i | 18% | -0.1% | -0.7 | 4%
CCc1nnc(NS(=O)(=O)c2ccc(NC(=S)NC(=O)/C=C/c3ccc(F)cc3)cc2)s1 | -30% | -1% | 11% | 0% | i | -5% | 2.7% | 0.3 | 0%
CCCN1CC(=O)N2Cc3[nH]c4ccccc4c3C[C@H]2C1=O | -7% | 5% | x | -4% | i | u | 0.3% | 1.3 | u
CCOc1ncccc1C(=O)N1CCN(Cc2ccc3c(c2)OCO3)CC1 | u | 9% | -23% | -17% | i | 10% | 0.0% | 1.6 | x
CN(CC(=O)Nc1ccc(F)cc1)C(=O)COC(=O)c1cc(S(=O)(=O)N(C)C)ccc1N1CCCC1 | 0% | -7% | 6% | -2% | i | 5% | 2.7% | -0.2 | -14%
COc1cc(C2c3c(-c4ccccc4O)n[nH]c3C(=O)N2Cc2ccncc2)cc(OC)c1OC (stereo not given) | 2% | x | x | -2% | x | -1% | -0.2% | x | -7%
CC12C=CC3(CN(Cc4ccccc4)C(=O)C3C1C(=O)NC1CC1)O2 (stereo not given) | -6% | -2% | -3% | 0% | i | 3% | -1.4% | 1.4 | x
COc1ccc(OC)c(NC(=O)CSc2nnc(Cc3cccn3C)n2CCc2ccccc2)c1 | -4% | 16% | -24% | -23% | i | u | 0.3% | -2.3 | u
CC(C)(C)OC(=O)NCc1ccc(CNC(=O)c2nc[nH]c2C(=O)N2CCc3ccccc3C2)cc1 | u | 7% | -18% | -17% | i | -1% | 1.1% | -0.6 | -25%
CC1(C)Cc2cccc(OCC(=O)NCc3ccccc3)c2O1 | 32%[activator] | 13% | x | 35% | i | 2% | 1.8% | 0.2 | -5%
COC(=O)c1nn(-c2ccc(OC)cc2)c(=O)cc1Sc1ccc(C)cc1 | 0% | 3% | -13% | 4% | i | 2% | 0.1% | -0.8 | 13%
Cc1[nH]c(=S)[nH]c(=O)c1Cc1ccccc1 | 1% | 7% | 4% | -1% | i | 0% | -0.4% | -0.6 | 13%
COCCN(C(=O)COC(=O)/C=C/c1ccc(C)o1)c1c(N)n(Cc2ccccc2)c(=O)[nH]c1=O | -2% | -11% | -10% | 3% | i | -14% | 6.9% | -0.3 | -5%

Record cards (already shown).
Profile of CCc1nnc(NS(=O)(=O)c2ccc(NC(=S)NC(=O)/C=C/c3ccc(F)cc3)cc2)s1 → TGFb inhibitor = -30%; EPAC2 agonist = -1%; ATXN2 expr inh = 11%; HepG2 viability = 0%; S2 tox = i; A549 tox = -5%; Nrf2 activator = 2.7%; IL-2 act = 0.3; Nrf2 inh = 0%
Profile of CC1(C)CC(=O)C=C(Nc2cccc(O)c2)C1 → TGFb inhibitor = -1%; EPAC2 agonist = 14%; ATXN2 expr inh = 0%; HepG2 viability = -3%; S2 tox = i; A549 tox = 3%; Nrf2 activator = -0.4%; IL-2 act = -0.3; Nrf2 inh = 1%

Other entries follow:
SMILES | TGFb inhibitor | EPAC2 agonist | ATXN2 expr inh | HepG2 viability | S2 tox | A549 tox | Nrf2 activator | IL-2 act | Nrf2 inh
COc1cccc(C#Cc2cnc3c(c2)C(=O)N([C@@H](C)CO)C[C@H](C)[C@H](CN(C)C(=O)C2CCC2)O3)c1 | -12% | 7% | u | -84% | u | x | 3.5% | -2.2 | x
CC(C)NC(=O)N(C)C[C@H]1Oc2ccc(NC(=O)C3CCCCC3)cc2C(=O)N([C@H](C)CO)C[C@@H]1C | 7% | 8% | -3% | 15% | i | -4% | 0.3% | -2.7 | u
O=C(Nc1cccc(S(=O)(=O)N2CCOCC2)c1)c1ccc(N2CCOCC2)c([N+](=O)[O-])c1 | -5% | 5% | -1% | -2% | i | -1% | 1.8% | -0.7 | -6%
CCC(C)NC(=O)CCn1c(-c2ccc(F)cc2)cc(C(C)=O)c1C (stereo not given) | u | 10% | x | 4% | i | -4% | 4.1% | -1.0 | 2%
Cn1c(=O)[nH]c(=O)c2c1nc(SCC(=O)O)n2CCCc1ccccc1 | -26% | -3% | x | 3% | i | 1% | -1.1% | 1.7 | 6%
COc1ccc(Cl)cc1N(C)C(=O)c1ccc2c(=O)n3c(nc2c1)CCCCC3 | x | x | x | -8% | x | -1% | 5.2% | x | -9%
O=C(Oc1ccc(C(=S)N2CCOCC2)cc1)c1ccccc1[N+](=O)[O-] | -1% | 2% | 15% | -6% | u | 2% | -0.6% | 2.7 | 8%
NC(=O)CSc1ncnc2c1cnn2Cc1ccccc1 | -5% | 9% | -10% | -3% | i | x | 0.4% | -0.9 | -20%
COC(=O)c1cc(=O)nc2sc(-c3ccc(F)cc3)nn12 | 17% | -2% | 3% | 1% | i | -9% | 0.1% | -1.4 | 7%
CN(c1cccc(NS(=O)(=O)c2cccs2)c1)S(C)(=O)=O | 0% | 11% | 4% | -2% | i | 1% | -0.2% | -0.1 | -14%
COc1ccc(NC(=O)COC(=O)/C=C/c2ccccc2[N+](=O)[O-])cc1OC | 1% | 2% | 6% | 1% | i | 11% | 16% | -0.6 | 2%
CC(C)NC(=O)C1CCN(Cc2cnn(-c3ccccc3)c2-n2cccc2)CC1 | 5% | 4% | -7% | -6% | i | -4% | 0.4% | -0.1 | u
CN(C)CCNC(=O)c1cccc2ccc(-c3ccc(-c4ccccc4)cc3)nc12 | -15% | -6% | -14% | -92% | 27µM* | u | 4.5µM* | -6.2 | -16%
CC(C)OC(=O)CC1C(=O)NCCN1C(=O)COc1ccc(C(C)(C)C)cc1 (stereo not given) | 15% | 0% | -10% | -6% | i | -8% | 0.1% | 0.5 | 3%
N#Cc1c(Cl)nc(N/N=C/c2ccccc2)c(Cl)c1Cl | 8% | -5% | 2% | 32% | u | 2% | -0.3%[9.22 µM] | 0.7 | 6%
COc1cc(C2NC(=O)NC(C)=C2C(=O)OCc2ccc(C)cc2)cc(OC)c1O (stereo not given) | -13% | -2% | 11% | 0% | i | 12% | 5.0% | -0.2 | -1%
CCCC(=O)Nc1ccc2c(c1)nc1n2CCN(C2CCCCC2)C1 | 12% | -6% | -16% | -21% | i | 16% | 0.5% | 1.1 | 2%

Structural class: those above with a nitro group on carbon (three)
SMILES | TGFb inhibitor | EPAC2 agonist | ATXN2 expr inh | HepG2 viability | S2 tox | A549 tox | Nrf2 activator | IL-2 act | Nrf2 inh
O=C(Nc1cccc(S(=O)(=O)N2CCOCC2)c1)c1ccc(N2CCOCC2)c([N+](=O)[O-])c1 | -5% | 5% | -1% | -2% | i | -1% | 1.8% | -0.7 | -6%
O=C(Oc1ccc(C(=S)N2CCOCC2)cc1)c1ccccc1[N+](=O)[O-] | -1% | 2% | 15% | -6% | u | 2% | -0.6% | 2.7 | 8%
COc1ccc(NC(=O)COC(=O)/C=C/c2ccccc2[N+](=O)[O-])cc1OC | 1% | 2% | 6% | 1% | i | 11% | 16% | -0.6 | 2%

Screening results from PubChem.

Outcome played no part in choosing rows (roughly 4.3% active in at least one column).
